Bioassay records (PubChem)
TGFb SMAD3 inh = blocks TGF-b signaling; HepG2 CAGA-GFP TGF-b/SMAD3 reporter, GFP fluorescence, 18 h; TGF-beta stimulated, 500 pg/mL final; Potency, µM (top dose mostly 46.1 µM), without a hit: top-dose activity, negative = inhibition, usual class: inhibitors; actives 1.2% (n = 410,000); AID 588855; further: potency means the concentration at half of the fitted maximal effect; on the % scale 0 is the no-effect control and ±100 the full control effect; nearly all actives have a fitted effect of over 65% in size
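Using HEPG2 CAGA-GFP reporter cells at 1000 cells/well, we pinned test compounds, stimulated with recombinant TGF-beta (500 pg/mL final) and measured total well GFP after 18 h.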
ATXN2 expr inh = ATXN2 expression inhibition; actives 0.72% (n = 360,000); Potency, µM (series often up to 57 µM), without a hit: at the top dose activity change, negative = inhibition, hits mostly inhibitors; AID 1745845; HEK-293 ATXN2-luciferase reporter, luminescence, 24 h; further: potency means the concentration at half of the fitted maximal effect; on the % scale 0 is the no-effect control and ±100 the full control effect; nearly all actives have a fitted effect of over 55% in size
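ATXN2-luciferase reporter cells (luciferase flanked by upstream and downstream ATXN2 gene portions) were treated 24 h at 37 °C with compounds at up to 57 uM. SteadyGlo luminescence gave expression; GF-AFC fluorescence gave viability.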
EPAC2 agonist = activates human EPAC2 exchange factor; Q8WZA2; EPAC2 activation, biochemical qHTS; response scale: 100% = 6.5 mM cAMP response; Potency, µM (highest dose often 154 µM), for the others: at the top dose activation, hits mostly activators; actives 0.079% (n = 360,000); AID 720711; further: potency means the concentration at half of the fitted maximal effect; nearly all actives have a fitted effect of over 50% in size
Target sequence (Q8WZA2 whole entry, looked up): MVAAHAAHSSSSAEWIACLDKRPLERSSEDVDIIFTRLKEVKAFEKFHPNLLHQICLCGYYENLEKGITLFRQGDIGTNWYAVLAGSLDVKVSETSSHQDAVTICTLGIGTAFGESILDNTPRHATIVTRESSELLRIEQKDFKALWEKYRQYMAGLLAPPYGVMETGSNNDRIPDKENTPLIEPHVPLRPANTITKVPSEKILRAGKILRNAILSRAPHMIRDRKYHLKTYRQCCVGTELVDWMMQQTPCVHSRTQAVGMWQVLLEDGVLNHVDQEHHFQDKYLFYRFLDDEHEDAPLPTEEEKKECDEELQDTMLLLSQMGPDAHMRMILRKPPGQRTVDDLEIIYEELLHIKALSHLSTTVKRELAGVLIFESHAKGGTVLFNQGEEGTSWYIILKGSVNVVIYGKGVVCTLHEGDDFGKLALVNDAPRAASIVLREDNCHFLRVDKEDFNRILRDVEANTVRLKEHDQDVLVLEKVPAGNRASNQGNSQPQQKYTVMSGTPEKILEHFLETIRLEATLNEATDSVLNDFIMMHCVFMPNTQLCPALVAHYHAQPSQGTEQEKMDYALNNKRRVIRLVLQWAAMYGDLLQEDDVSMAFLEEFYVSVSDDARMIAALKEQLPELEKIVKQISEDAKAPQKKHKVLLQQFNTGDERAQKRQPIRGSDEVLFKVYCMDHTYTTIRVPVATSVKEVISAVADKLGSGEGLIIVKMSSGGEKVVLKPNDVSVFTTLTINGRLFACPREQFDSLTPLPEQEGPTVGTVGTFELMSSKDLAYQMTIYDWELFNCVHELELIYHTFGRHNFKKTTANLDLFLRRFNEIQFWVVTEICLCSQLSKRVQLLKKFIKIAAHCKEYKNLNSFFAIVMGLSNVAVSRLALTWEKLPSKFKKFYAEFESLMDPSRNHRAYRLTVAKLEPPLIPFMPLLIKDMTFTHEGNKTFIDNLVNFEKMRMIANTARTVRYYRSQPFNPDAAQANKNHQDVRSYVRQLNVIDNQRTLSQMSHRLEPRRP
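qHTS, titration series. 100 nM EPAC2 / 250 nM Rap1B-BODIPY-GDP / 50 uM GDP; RT; ex 480/em 540 nm, 5-min reads to 30 min. Norm. to 6.5 mM cAMP = activation.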
Nrf2 activator = activates Nrf2 signaling; actives 0.31% (n = 410,000); Potency, µM (top dose mostly 46.1 µM), for the others: top-dose activation, actives largely listed as activators; AREc32 ARE-luciferase reporter (MCF7-derived line), luminescence, 24 h; further: potency means the concentration at half of the fitted maximal effect; % of control where 0% means no effect; nearly all actives have a fitted effect of over 65% in size
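AREc32_Fluc, 1000 cells/well, OPTI-MEM + 5% FBS, o/n 37 deg C 5% CO2; 23 nL cpd by pin tool, 24 hr; Steady-Glo 30 min RT, luminescence.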
IL2 activator = activates IL-2 in a cell-based reporter assay; IL-2 activation reporter assay, cell-based qHTS; stimulated with anti-CD3/CD4/CD28 beads; in transgenic mouse T cells; activation, % (series mostly up to about 46 µM); actives 0.065% (n = 360,000); in the data active means activation above about 50%; inconclusive means mostly about 30% to 49%; further: 0% is about no effect
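Readout: EGFP and DsRed signals by fluorescent plate cytometry. Unstimulated transgenic mouse T cells received compound 60 min before antibody-bead stimulation, then incubated 18 h at 37 degrees C.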
Nrf2 block = Nrf2 pathway inhibition | A549 ARE-Fluc reporter, luciferase luminescence, 18-24 h | Potency, µM (titrated, usually from 46 µM), inactives show at the highest dose activity change, negative = inhibition, actives largely listed as inhibitors | actives 2.1% (n = 360,000) | AID 504444; further: potency means the concentration at half of the fitted maximal effect; on the % scale 0 is the no-effect control and ±100 the full control effect; nearly all actives have a fitted effect of over 60% in size
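Two sequential reads on A549 ARE_Fluc cells exposed to compound for 18-24 h: a CellTiter-Fluor fluorescence read for viability, then a luciferase luminescence read for Nrf2/ARE activity.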
A549 viability = counter-screen for Nrf2 inhibitors: cytotoxicity in A549 cells | A549 ARE-Fluc cells, CellTiter-Fluor viability, 18-24 h | Potency, µM (series often up to 46 µM), inactives show at the highest dose activity change, negative = cytotoxicity, hits mostly inhibitors | actives 0.16% (n = 390,000) | AID 504648; further: potency means the concentration at half of the fitted maximal effect; on the % scale 0 is the no-effect control and ±100 the full control effect
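Cytotoxicity counterscreen: CellTiter-Fluor fluorescence was measured in A549 ARE_Fluc cells after 18-24 h of compound exposure in a concentration series. The subsequent BugLite luminescent read reports ARE-luciferase activity.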
S2 tox = viability counter-screen for ATXN expression inhibitors. S2 cells (HEK-293 line with an ATXN2-luciferase reporter) viability, CellTiter-Fluor protease fluorescence, 24 h. Potency, µM (series often up to 56.7 µM), usual class: cytotoxic. actives 0.49% (n = 400,000); further: potency means the concentration at half of the fitted maximal effect; nearly all actives have a fitted effect of over 40% in size
HepG2 viability = HepG2 cytotoxicity, counter-screen for TGF-b inhibitors; HepG2 CAGA-GFP viability, ATP luminescence, 18 h; Potency, µM (top dose mostly 46.1 µM), for the others: at the highest dose activity change, negative = cytotoxicity, usual class: cytotoxic; actives 0.76% (n = 410,000); AID 588856; further: potency means the concentration at half of the fitted maximal effect; some results filed as inactive show a strong effect at the top dose
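HepG2 CAGA-GFP cells (1000/well, DMEM with 1% FBS) received compound, then TGF-beta at 500 pg/mL final, and were incubated 18 hours at 37 degrees C. Viability was read by CellTiter-Glo luminescence. Media-only wells were set as complete cell-killing and DMSO as no toxicity.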
* marks the source's active call; other numbers are inactive results; i = inactive; ? = inconclusive; . = not tested or not shown; & = joins results of further samples; [ ] = dose if it differs, or a comment. Unless noted, the call rests on the fitted dose curve; in most records, active means well fitted curve in the direction sought with a large enough effect; inconclusive means small, poorly fitted or top-dose-only effect, or another doubt; inactive means no such curve, though single readings can be large; an effect the other way counts as inactive or inconclusive.

Each structure is followed by: S2 tox, A549 viability, Nrf2 activator, Nrf2 block, IL2 activator, ATXN2 expr inh, TGFb SMAD3 inh, EPAC2 agonist, HepG2 viability
O=S(=O)(CCc1ccncc1)c1ccc(Cl)cc1
  i, -2%, 0.8%, -11%, 4.6, 2%, 13%, 6%, -7%
COc1ccc(S(=O)(=O)N2CCOCC2)cc1NC(=O)COC(=O)c1ccc(C)s1
  ?, -1%, 3.0%, 11%, 0.5, -2%, 0%, 0%, 0%
O=C(Nc1sc2c(c1C(=O)Nc1cccc(Cl)c1)CCCC2)c1cccs1
  ., -5%, -0.6%, 2%, ., ., ?, ., -8%
CC(OC(=O)CCN=C1NS(=O)(=O)c2ccccc21)C(=O)N(C)C1CCCCC1 (stereo not given)
  i, -6%, -0.8%, -9%, -0.6, 5%, 0%, 3%, 4%
CCc1ccccc1N(C)S(=O)(=O)c1ccc2[nH]cc(C(=O)N3CCc4ccccc43)c(=O)c2c1
  i, -2%, -0.2%, -15%, -0.3, 15%, ?, -9%, -13%
CN1CCN(C2CCN(c3ccc(Nc4nnc(Cl)c(Nc5ccccc5S(C)(=O)=O)n4)c(OC(CF)CF)c3)CC2)CC1
  i, 2%, 2.7%, 2%, -0.5, ?, 21%, 8%, -45%
CC(C)CNC(=S)NC(=O)c1csc([N+](=O)[O-])c1
  i, 2%, ?, ?, -0.3, -6%, ?, 11%, -2%
O=C(Cn1cnc2c(nnn2-c2ccccc2)c1=O)NCCc1ccccc1
  ?, 0%, 0.1%, 15%, -2.1, 1%, 3%, 4%, -87%
Cn1c(/C=C/c2ccc(Cl)cc2)c([N+](=O)[O-])c(=O)n(C)c1=O
  i, -10%, ?, ?, 0.2, ?, ?, 4%, -55%
COC(=O)C1=CN(Cc2ccc(F)cc2)C=C(C(=O)OC)C1c1cc(OC)c(OC)c(OC)c1
  i, ?, -0.8%, 0%, 0.8, 32%, 15%, -3%, -18%
Nc1cc(=O)[nH]c(SCC(=O)NC2CCCc3ccccc32)n1 (stereo not given)
  i, 0%, -0.3%, -4%, 0.9, ., 4%, 3%, 1%
CC1=NN(c2nc(-c3ccc(C)cc3)cs2)C(=O)C1N=Nc1cccc(C)c1 (stereo not given)
  ?, -13%, 0.6%, -14%, 1.1, 12%, 0%, -3%, 3%
Cc1c(Cl)cccc1-n1c(CCC(=O)O)ccc1-c1cccs1
  i, 7%, 6.4%, 8%, ., 9%, -11%, ., -12%
COC(=O)Cn1c(CCS(=O)(=O)c2ccc(C)cc2)nc2ccccc21
  i, 1%&0%, 1.6%, -3%&-6%, -0.5, 7%, ?, 5%, -29%&-13%
CC(CNC(=O)Cn1ncc2c3ccccc3n(Cc3cccc(Cl)c3)c2c1=O)c1ccccc1 (stereo not given)
  i, -6%, 0.2%, ?, ., 5%, 7%, ., 5%
N/C(=N\c1nc2ccccc2o1)NC(=O)c1cccc(Br)c1
  i, -9%, 0.6%, ?, -4.1, -18%, 5%, 8%, 0%
COC(=O)c1cn(C)c2ccc(S(=O)(=O)N(C)C3CCCCC3)cc2c1=O
  i, ., 0.4%, ., -0.5, ., 1%, -7%, 2%
Cc1ccc(S(=O)(=O)N2CCOC2CNC(=O)C(=O)NCc2ccccc2)cc1 (stereo not given)
  i, -3%, -0.8%, -1%, -2.7, 6%, 4%, -4%, 0%
CSc1ccc(S(=O)(=O)NC2CCCCCC2)cc1
  ?, 5%, -0.1%, -12%, -2.7, -14%, -8%, 12%, -9%
Cc1ccc(-n2ncc3c(NCc4ccc5c(c4)OCO5)ncnc32)c(C)c1
  i, 2%, 0.3%, -3%, -0.4, -14%, 0%, 13%, -25%

In a second layout: 7 of the compounds above
canonical_smiles | S2 tox | A549 viability | Nrf2 activator | Nrf2 block | IL2 activator | ATXN2 expr inh | TGFb SMAD3 inh | EPAC2 agonist | HepG2 viability
COC(=O)Cn1c(CCS(=O)(=O)c2ccc(C)cc2)nc2ccccc21 | i | 1%&0% | 1.6% | -3%&-6% | -0.5 | 7% | ? | 5% | -29%&-13%
CC(CNC(=O)Cn1ncc2c3ccccc3n(Cc3cccc(Cl)c3)c2c1=O)c1ccccc1 (stereo not given) | i | -6% | 0.2% | ? | . | 5% | 7% | . | 5%
N/C(=N\c1nc2ccccc2o1)NC(=O)c1cccc(Br)c1 | i | -9% | 0.6% | ? | -4.1 | -18% | 5% | 8% | 0%
COC(=O)c1cn(C)c2ccc(S(=O)(=O)N(C)C3CCCCC3)cc2c1=O | i | . | 0.4% | . | -0.5 | . | 1% | -7% | 2%
Cc1ccc(S(=O)(=O)N2CCOC2CNC(=O)C(=O)NCc2ccccc2)cc1 (stereo not given) | i | -3% | -0.8% | -1% | -2.7 | 6% | 4% | -4% | 0%
CSc1ccc(S(=O)(=O)NC2CCCCCC2)cc1 | ? | 5% | -0.1% | -12% | -2.7 | -14% | -8% | 12% | -9%
Cc1ccc(-n2ncc3c(NCc4ccc5c(c4)OCO5)ncnc32)c(C)c1 | i | 2% | 0.3% | -3% | -0.4 | -14% | 0% | 13% | -25%

Following part
Each structure is followed by: S2 tox, A549 viability, Nrf2 activator, Nrf2 block, IL2 activator, ATXN2 expr inh, TGFb SMAD3 inh, EPAC2 agonist, HepG2 viability
COc1ccc(S(=O)(=O)n2nc(C)cc2C)cc1OC
  i, -3%, -0.3%, 1%, 5.3, 7%, -2%, 16%, 2%
O=S(=O)(NCC(c1cccnc1)N1CCN(c2ccc(F)cc2)CC1)c1cc(F)ccc1F (stereo not given)
  i, 3%, -0.7%, -5%, -1.3, -5%, 1%, 4%, 5%
COC(=O)c1ccc(SCc2ccccc2)nc1
  i, 1%, 4.4%, 18%, 0.0, ., -3%, 13%, -38%
O=C(Nc1ccc(F)cc1F)NC1CC1
  i, 2%, 0.0%, 0%, -3.7, ., 16%, 6%, 1%
COc1ccc(OC)c(C2=NNC(=NCc3ccc4c(c3)OCO4)SC2)c1
  i, 0%, 2.0%, -2%, 0.6, 13%, ?, 12%, -2%
COCc1c(C(=O)OC)nnn1-c1ccccc1
  i, -15%, 0.4%, 8%, -1.9, 6%, 9%, 4%, 8%
CCCNC(=O)C1(C)CCN(Cc2cc(C)n(C)n2)C1 (stereo not given)
  i, ., -0.7%, ., -0.7, 5%, 5%, 8%, -12%
CCOC(=O)C(=CNc1cccc(C)c1C)C(=O)OCC
  i, 6%, 4.2%, -1%, -1.5, 3%, -21%, -10%, -34%
Cc1cc(C)n2c(Nc3ccc(Cl)cc3)c(-c3ccsc3)nc2n1
  ., 4%, 7.5%, -10%, ., ., -14%, ., -20%
COc1cc(NC(=O)c2nc3ccccc3nc2C)cc(OC)c1OC
  i, 0%, 3.7%, 7%, ., -2%, 26%, ., -5%
Cc1c(C(=O)OC(C)C)nnn1-c1nonc1N
  i, 0%, 0.4%, -5%, 2.0, 10%, 6%, 1%, 0%
CC(=O)Nc1ccc(NC(=O)c2ccc(-c3ccnn3C)c3ccoc23)cc1
  i, ., -2.2%[9.22 µM], ., -0.4, -3%, 11%, 1%, -12%
CSc1ccc(CN(C)C(=O)CNC(=O)CNS(=O)(=O)c2ccc(C)c(C)c2)cc1
  i, -19%, 2.4%, -21%, -0.1, -13%, 3%, 0%, 2%
CCOC(=O)n1cnc2nc(N)nc(SC)c21
  i, 1%, 0.3%, 7%, 0.2, -16%, 15%, 11%, -11%
C/C(=N/NC(=O)CN1CCN(Cc2ccccc2)CC1)c1ccc([N+](=O)[O-])cc1
  i, 0%, 0.1%, -15%, -3.4, -16%, -12%, 4%, -22%
CC(=O)N1CCc2cc(CNC(=O)c3ccccc3Br)ccc21
  ., 0%, 4.3%, ., ., ., 2%, ., 5%
CC(C)(C)C(=O)CC1(O)C(=O)N(Cc2ccc(Cl)cc2)c2ccccc21 (stereo not given)
  i, 2%, -0.1%, -22%, -1.8, -16%, 0%, -2%, -4%
CCOC(=O)C1CCN(C(=O)c2ccccc2NC(C)=O)CC1
  i, -5%, 0.4%, 12%, -0.5, 21%, 7%, 2%, -43%
Cc1noc(C)c1-c1ccc(C(=O)Nc2ccccc2)c2occc12
  i, ., 12%, ., -0.6, 107%[activator], 1%, 14%, -24%
Cc1ccc(-c2csc3ncnc(-n4nc(C)cc4N)c23)cc1
  i, -2%, 0.2%, 2%, -0.1, -10%, 2%, 8%, 3%

Each structure is followed by: S2 tox, A549 viability, Nrf2 activator, Nrf2 block, IL2 activator, ATXN2 expr inh, TGFb SMAD3 inh, EPAC2 agonist, HepG2 viability
O=C(NCCn1c(C(F)(F)F)nc2cc(C(F)(F)F)ccc21)[C@H]1CCCN1c1nc(CN2CCCCC2)cs1
  i, 1%, -0.1%, -3%, 0.1, -4%, -15%, 7%, -13%
O=C(CSc1nc2cc3c(cc2c(=O)n1CCC1=CCCCC1)OCO3)NCc1ccco1
  ?, -3%, 3.0%, 26%, 0.3, -26%, -1%, -2%, 7%
CCOC(=O)C1(C)CCCN(C(=O)c2ccc(C)c(F)c2)C1 (stereo not given)
  i, ., -0.4%, ., 0.8, 12%, -19%, -6%, -4%
c1ccc(N2CCN(c3nc4cc5c(cc4s3)OCCO5)CC2)cc1
  i, ?, -0.6%, ?, -1.8, 14%, 0%, -3%, 5%
O=C(NC1CC1)c1cc(Cl)ccc1[N+](=O)[O-]
  i, -5%, -0.7%, 10%, -2.7, 5%, -7%, -8%, -9%
CC1C/C(=N/NC(=O)c2cccs2)CC(C)(C)C1 (stereo not given)
  i, 9%, 3.0%, 13%, -1.4, 5%, 14%, 3%, -2%
